# NTR1 ag – agonists of NTR1, primary screen, imaging, U2OS cells, beta-arrestin-GFP, high content (AID 493036). 330,000 tested, 0.17% active. activation, % at 20 µM. NTR1-U2OS beta-arrestin-GFP spot imaging, agonist mode. P30989;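 active means activation at or above 40% of the spot to cytoplasm intensity ratio, with at least 20 cells analyzed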;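 further: 0% = DMSO without peptide and 100% = 100 nM NTR1 peptide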
# Target sequence (P30989 whole entry, looked up): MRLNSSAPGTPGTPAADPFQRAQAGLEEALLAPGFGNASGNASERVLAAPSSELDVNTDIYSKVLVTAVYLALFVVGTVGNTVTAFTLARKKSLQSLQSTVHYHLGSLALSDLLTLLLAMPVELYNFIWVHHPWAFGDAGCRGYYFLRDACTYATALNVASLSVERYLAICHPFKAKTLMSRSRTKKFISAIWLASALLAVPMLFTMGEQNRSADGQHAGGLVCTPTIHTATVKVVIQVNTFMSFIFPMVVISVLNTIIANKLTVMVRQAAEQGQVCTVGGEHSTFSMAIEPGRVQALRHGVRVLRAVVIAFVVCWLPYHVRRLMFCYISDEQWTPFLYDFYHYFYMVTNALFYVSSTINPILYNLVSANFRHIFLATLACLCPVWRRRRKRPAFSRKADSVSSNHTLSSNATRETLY
# PhoP inhibition – PhoP-dependent GFP reporter repression – Salmonella Typhimurium, primary screen (AID 1863); S. Typhimurium PhoP-regulated promoter GFP reporter, 4 h; higher % means a stronger effect; inhibition, % at 50 µM, or IC50 in µM where a hit was titrated; 300,000 tested, 0.16% active;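 active means inhibition over 29.93%, a cutoff 3 SD above the screen mean, later confirmed by dose response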;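 further: 0% = low Mg2+ inducing control and 100% = high Mg2+ repressing control; strong numbers were not always called active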
# West Nile antiviral – West Nile virus antiviral activity, cell-based, CPE readout (AID 1621); West Nile virus-infected cells, CPE inhibition; higher % means a stronger effect; one-dose CPE inhibition, % at 10 µM; IC50 in µM for titrated hits; 290,000 tested, 0.02% active; in the data active means a potency from the dose series; further: strong numbers were not always called active
# KOR beta-arrestin-1 – KOR antagonists, beta-arrestin recruitment, cell-based, luminescence, uHTS (AID 1778). 290,000 tested, 0.091% active. one-dose inhibition, % at 10 µM; IC50 in µM for titrated hits. KOR beta-arrestin recruitment, luminescence, antagonist mode; higher % means a stronger effect; in the data active means inhibition above about 50%; further: strong numbers were not always called active
# T cell modulator – T cell immune modulation candidate | 2C CD8+ T cell-vesicle binding, flow cytometry; hits give low values | calls only at 7 µM | 330,000 tested, 0.068% active | AID 2052;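 active means response, share of CD8 T cells binding vesicles, and their 90th percentile fluorescence all below set limits, cut at about 80% in these data, passing the limit was not always enough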
#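 Material: 2C TCR transgenic mouse naive CD8+ T cells, MACS-purified. Also added: QL9-charged Drosophila Ld/ICAM-1/B7-1 vesicles. Timing: binding 1.5 h at 37 °C. Measured by: high-throughput flow cytometry with anti-B7-1 and anti-CD8 staining. Read-out: percent CD8+ FL2 mean versus row control. Controls: Unloaded micro-vesicles (low), QL9 vesicles with 0.7% DMSO (high).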
# KOR beta-arrestin-2 – kappa opioid receptor activators – cell-based, luminescence, uHTS, primary screen (AID 1777); activation, % at 10 µM; hits with a dose series show EC50 in µM; KOR beta-arrestin recruitment, luminescence; higher % means a stronger effect; 280,000 tested, 0.02% active; in the data active means activation above about 50%, passing the limit was not always enough; further: a part of the inactive calls stands beside numbers as strong as those of hits
# GPR55 antagonists – inhibition of LPI-stimulated GPR55 beta-arrestin translocation – imaging, U2OS, beta-arrestin-GFP, LPI agonist, primary screen (AID 2013); U2OS GPR55 beta-arrestin-GFP translocation imaging, LPI antagonism; higher % means a stronger effect; inhibition, % at 10 µM; hits with a dose series show IC50 in µM; 290,000 tested, 0.13% active;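 active means spots per cell inhibited over 60%, with over 100 cells counted and total cytoplasm intensity under 500,000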;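 further: U2OS cells stably carrying GPR55 and arrestin-GFP stimulated by 5 µM LPI near EC80; imaged beta-arrestin-GFP aggregate spots per cell after agonist stimulation; plate controls were LPI-stimulated DMSO wells for no effect and DMSO wells without LPI for full effect; some results filed as inactive read as strong as hits; confirmed hits need IC50 under 10 µM and bright autofluorescent wells are also inconclusive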
# GPR35 arrestin U2OS – inhibition of zaprinast-stimulated GPR35 beta-arrestin translocation – imaging, U2OS, beta-arrestin-GFP, zaprinast agonist, primary screen (AID 2058); U2OS GPR35 beta-arrestin-GFP translocation imaging, zaprinast antagonism; higher % means a stronger effect; inhibition, % at 10 µM; hits with a dose series show IC50 in µM; 290,000 tested, 0.052% active;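 active means inhibition of at least 50% with at least 30 cells and total cytoplasm GFP at most 10,000,000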
# GPR55 activation – GPR55 agonists via beta-arrestin recruitment, primary screen, imaging, U2OS cells, beta-arrestin-GFP redistribution (AID 1961); activation, % at 10 µM; hits with a dose series show EC50 in µM; U2OS GPR55 beta-arrestin-GFP redistribution imaging; higher % means a stronger effect; 290,000 tested, 0.048% active;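 active means activation above 40% with more than 50 cells counted in the well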;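 further: U2OS osteosarcoma cells stably expressing GPR55 and beta-arrestin-GFP; plate controls were DMSO negative control for no effect and LPI positive control for full effect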
# T cell modulator vesicle-bound % – further read-out of T cell modulator, marked with its call; double positive events, %; measured here: CD8+ vesicle-bound cell fraction;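 binding gate set so that unloaded-vesicle control wells show 10% double positive cells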
# NTR1 ag cell count 20 µM – recorded beside NTR1 ag, whose call it bears; cell count; measured here: cell count, cytotoxicity flag
# Active calls of the source: *; i = inactive; . = not tested or not shown; [ ] = another dose, or the depositor's remark.
Compound,NTR1 ag,NTR1 ag cell count 20 µM,PhoP inhibition,West Nile antiviral,KOR beta-arrestin-1,T cell modulator,T cell modulator vesicle-bound %,KOR beta-arrestin-2,GPR55 antagonists,GPR35 arrestin U2OS,GPR55 activation
CCC(=O)Nc1nc(C)c(C(=O)NC2CCCCC2)s1,-1.8,89,10%,1.0%,0%,i,49,-0.2%,10%,-20%,0.2%
Cc1cc(C(=O)O)cc(S(=O)(=O)Nc2ccccc2C(=O)NC(C)c2ccccc2)c1C (stereo unspecified),-0.6,59,-5%,0.1%,7%,i,23,5.0%,-6%,2%,-0.1%
CN(C(=S)NC(=O)Cc1ccccc1)c1ccccc1,2.0,31,-6%,0.9%,-21%[20 µM],i,22,-1.9%,-8%,-22%,-0.1%
O=C(COC(=O)CSc1ccccc1)NNC(=O)c1ccc([N+](=O)[O-])cc1,-0.7,60,-7%,-0.5%,10%,i,62,0.2%,10%,4%,0.3%
CCOc1ncccc1C(=O)Nc1cccc(-c2nnc3n2CCCCC3)c1,0.7,54,3%,-0.5%,-5%[20 µM],i,28,-7.3%,-10%,-16%,0.2%
COc1ccc(NC(=O)c2ccc(Cl)c(S(=O)(=O)NCC3CCCO3)c2)c(OC)c1 (stereo unspecified),1.8,47,-5%,-0.7%,27%,i,26,-3.9%,13%,-8%,-0.1%
COc1cc(C(C)=O)ccc1COc1ccc(C(=O)O)cc1OC,-1.5,51,-1%,0.4%,0%,i,12,4.0%,5%,10%,-0.1%
Cc1nn(CC(=O)N2CCC(C)CC2)c(=O)c2nn(-c3ccccc3)c(C)c12,2.9,54,7%,0.0%,9%,i,24,1.3%,8%,10%,-0.2%
CSc1nncc(-c2ccc(F)cc2)n1,1.2,53,-11%,0.0%,11%,i,14,-1.0%,4%,14%,-0.2%
N#CCCN(CCC#N)S(=O)(=O)c1ccc(C(=O)Nc2nc(-c3ccccc3)c(C(=O)c3ccccc3)s2)cc1,4.6,47,-7%,0.3%,36%,i,28,.,-9%,-2%,0.0%
COc1ccccc1Nc1nc(-c2cccnc2)cs1,1.1,81,5%,-0.4%,-39%[20 µM],i,56,1.8%,15%,-10%,0.5%
O=C1N=C2SCCN2/C1=C\c1ccc(Cl)cc1,3.2,28,-13%,1.0%,-29%,i,22,3.6%,10%,18%,0.0%
CC1CC(C)CN(CCCNC(=O)c2cc3c(=O)[nH]c4ccccc4c3n2C)C1 (stereo unspecified),-0.8,39,-4%,-0.4%,19%,i,17,1.6%,8%,-3%,-0.4%
CCCN(CCC)S(=O)(=O)c1ccc(C)cc1,-1.1,77,-2%,-0.1%,-27%[20 µM],i,19,-1.6%,-6%,-12%,-0.1%
CCOc1cccc(NC(=O)C2CCCN(S(=O)(=O)c3ccc(OC)cc3)C2)c1 (stereo unspecified),3.6,71,-12%,0.1%,12%,i,34,16%,0%,0%,0.3%
COc1ccc(OC)c(S(=O)(=O)Nc2ccc3c(c2)C(=O)OC3)c1,-0.2,47,-9%,0.2%,4%,i,18,5.7%,-8%,-7%,0.0%
CCC(C)c1ccc(Nc2ncccc2C#N)cc1 (stereo unspecified),3.7,53,6%,0.2%,12%,i,15,0.3%,4%,10%,-0.1%
Cc1[nH]n(-c2ccccc2)c(=O)c1N=Nc1ccc2c(c1)OCCO2,8.9,30,2%,-0.1%,15%,i,34,-6.2%,-8%,2%,0.3%
O=c1c(-c2ccccc2Cl)coc2c(CN3CCCCC3)c(O)ccc12,0.4,79,1%,-0.1%,14%,i,52,-1.2%,1%,1%,0.2%
CCCC(=O)Nc1cc(-c2nc3ncccc3o2)ccc1Cl,0.1,70,11%,0.3%,-2%,i,62,-7.7%,14%,14%,-0.2%
CCO[C@@H]1OC(C(=O)Nc2ccccc2)=C[C@H](c2ccccc2)[C@H]1CCCO,-0.6,71,-11%,-0.5%,1%,i,30,-0.5%,1%,-8%,0.5%
COc1ccc(OC)c(NC(=O)Cn2c(=O)n(CC3CCCO3)c(=O)c3cc(OC)c(OC)cc32)c1 (stereo unspecified),1.2,66,.,0.1%,-17%[20 µM],i,44,-0.9%,12%,-7%,-0.1%
CCOC(=O)C[n+]1c(C)sc2ccc(OC)cc21,0.7,52,16%,-0.3%,-37%,i,53,4.5%,13%,10%,-0.1%
CCOC(=O)Cc1nnc(NC(=O)CSc2nnc3c(n2)[nH]c2ccccc23)s1,2.3,85,-3%,0.7%,7%,i,56,1.7%,11%,-9%,-0.3%
CCCC1=Nc2cc(C(=O)N3CCC(C(N)=O)CC3)ccc2Sc2ccccc21,-0.2,78,4%,0.2%,27%,i,27,0.3%,2%,-3%,-0.2%
CC(=O)c1ccc(S(=O)(=O)N2CCN(C(=O)/C=C/c3ccc4ccccc4n3)CC2)cc1,2.7,58,-3%,1.2%,-1%,i,46,2.9%,11%,-1%,0.3%
Cc1ccc2c(c1)NC(=O)C(CC(=O)NCCCN1CCCC1)O2 (stereo unspecified),1.9,60,-6%,-0.2%,-9%,i,49,1.5%,7%,-1%,0.4%
CC(C)(C)CC(C)(C)NC(=S)Nc1ccc(S(=O)(=O)N2CCOCC2)cc1,5.6,79,7%,-1.6%,18%,i,35,3.6%,50%,-3%,0.2%
O=C1CN(C(=O)/C=C/c2ccc(Br)cc2)CCN1,.,.,2%,1.0%,0%,i,37,-3.1%,5%,3%,0.0%
O=c1c2ccccc2nc(-c2ccccc2)n1/N=C/c1ccc([N+](=O)[O-])cc1,8.5,42,12%,0.4%,4%,i,48,69%,1%,17%,0.3%
Cc1nn(C)c(Oc2cccc(Cl)c2)c1C#N,-1.0,89,3%,0.0%,-27%,i,53,6.2%,-2%,10%,-0.2%
COc1ccc(CCn2c(N3CCN(Cc4ccccc4)CC3)nc3c2c(=O)[nH]c(=O)n3C)cc1,-1.7,99,-13%,-0.3%,-30%,i,20,-2.5%,-7%,1%,0.1%
Cc1ncc(CO)c(/C=N/NC(=S)Nc2ccc(Cl)c(Cl)c2)c1O,2.2,73,4%,-0.2%,-27%[20 µM],i,54,8.5%,-6%,-11%,0.2%
NC(=S)NNC(=O)Nc1ccc(Cl)c(Cl)c1,-0.5,50,-13%,-0.5%,23%,i,8,4.1%,-12%,10%,-0.3%
COC(=O)c1ccc(COc2ccc(CNCc3ccc(Cl)cc3)cc2)cc1,0.0,64,3%,0.0%,24%,i,50,-4.2%,-3%,6%,0.0%
O=C(NCC1CCCO1)C(=O)NCC(c1ccco1)N1CCN(c2ccc(F)cc2)CC1 (stereo unspecified),-0.8,75,-4%,-1.1%,9%,i,4,3.8%,6%,-14%,0.0%
Cc1csc(=NC(=O)c2ccccc2)n1C,-1.6,93,12%,-0.4%,-5%,i,61,-6.8%,6%,17%,-0.4%
Oc1ccccc1-c1cc(C(F)(F)F)nc(-c2ccccc2)n1,5.8,47,-8%,-0.5%,-40%[20 µM],i,56,0.8%,0%,-8%,-0.1%
O=C(CCC(=O)N1CCOc2ccc(Cl)cc21)NCc1ccccc1,-2.5,56,.,0.2%,-10%[20 µM],i,21,-4.0%,7%,-2%,0.5%
O=c1[nH]c(C2CCN(S(=O)(=O)/C=C/c3ccccc3)CC2)nc2c1nnn2Cc1ccc(F)cc1,4.2,58,4%,-0.8%,-20%,i,21,3.0%,-4%,-7%,-0.1%
CCOc1ccc(C=O)cc1CN1CCCCC1,2.3,44,2%,-0.1%,19%,i,16,-0.3%,0%,-9%,-0.1%
CCc1nnc(NS(=O)(=O)c2ccc(N=Cc3c(C)[nH]n(-c4cccc(Cl)c4)c3=O)cc2)s1,-1.7,51,-16%,-0.6%,-50%,i,41,-3.7%,-1%,-7%,0.2%
COc1ccc(/C=C2\SC(=S)N(CCC(=O)Nc3ccccc3C(=O)O)C2=O)cc1,2.2,82,-9%,0.0%,5%,i,23,0.2%,8%,3%,-0.1%
Cc1ccc(NC(=O)c2ccco2)c(NC(=O)C2CCCO2)c1 (stereo unspecified),0.4,82,12%,-0.4%,-28%,i,47,5.0%,1%,-3%,-0.2%
O=C(O)CSCC(=O)N1CCN(c2ncnc3scc(-c4ccccc4)c23)CC1,-1.0,88,.,-0.1%,24%,i,42,-0.4%,14%,1%,-0.1%
O=C(c1ccccc1F)N1CCOCC1,0.1,43,1%,0.0%,-1%,i,18,-0.9%,5%,11%,0.4%
COc1cc(C(=O)NC(=S)NCc2ccco2)cc(OC)c1OC,0.8,47,7%,0.1%,2%,i,41,-2.6%,-11%,9%,-0.1%
COc1ccc(S(=O)(=O)N(C)CC(=O)Nc2ccc(C(F)(F)F)cc2)cc1Cl,9.7,40,10%,-0.5%,6%,i,35,-3.0%,1%,3%,-0.2%
Cc1ccc(C(=O)NCCCNC(=O)Cc2ccccc2)cn1,1.3,44,11%,0.4%,-43%,i,18,4.4%,-1%,-1%,-0.1%
COc1cc(SC)ccc1C(=O)Nc1ccc2c(c1)CCC2,8.8,101,-13%,0.2%,-4%,i,21,4.0%,-2%,14%,0.0%

# Looked up by compound from the entries so far:
Compound,NTR1 ag,NTR1 ag cell count 20 µM,PhoP inhibition,West Nile antiviral,KOR beta-arrestin-1,T cell modulator,T cell modulator vesicle-bound %,KOR beta-arrestin-2,GPR55 antagonists,GPR35 arrestin U2OS,GPR55 activation
O=C(c1ccccc1F)N1CCOCC1,0.1,43,1%,0.0%,-1%,i,18,-0.9%,5%,11%,0.4%
CCOc1ccc(C=O)cc1CN1CCCCC1,2.3,44,2%,-0.1%,19%,i,16,-0.3%,0%,-9%,-0.1%
Cc1nn(C)c(Oc2cccc(Cl)c2)c1C#N,-1.0,89,3%,0.0%,-27%,i,53,6.2%,-2%,10%,-0.2%
O=c1c2ccccc2nc(-c2ccccc2)n1/N=C/c1ccc([N+](=O)[O-])cc1,8.5,42,12%,0.4%,4%,i,48,69%,1%,17%,0.3%
O=C1CN(C(=O)/C=C/c2ccc(Br)cc2)CCN1,.,.,2%,1.0%,0%,i,37,-3.1%,5%,3%,0.0%

# Source: PubChem BioAssay (several laboratories)
